PP1 inh: counter-screen for PP5 inhibitors: inhibitors of human PP1-alpha. P62136. purified PP1alpha, OMFP fluorescence. inhibition, % at 6.7 µM. actives 0.9% (n = 320,000);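 active means inhibition above the mean inhibition of all tested compounds plus 3 SD, computed separately for each screening campaign, cut at about 15% in these data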
Target sequence (P62136 whole entry, looked up): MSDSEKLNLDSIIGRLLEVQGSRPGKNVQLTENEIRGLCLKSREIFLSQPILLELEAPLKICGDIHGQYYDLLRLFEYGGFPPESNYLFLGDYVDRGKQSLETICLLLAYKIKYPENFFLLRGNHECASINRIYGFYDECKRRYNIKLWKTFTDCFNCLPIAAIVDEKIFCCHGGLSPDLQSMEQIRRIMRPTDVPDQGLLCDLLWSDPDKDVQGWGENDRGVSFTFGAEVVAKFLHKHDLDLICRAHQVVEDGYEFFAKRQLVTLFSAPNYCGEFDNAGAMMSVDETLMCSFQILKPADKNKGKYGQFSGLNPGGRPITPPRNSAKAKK
Fh CTSL1 inh: blocks F. hepatica cathepsin L1 in PFM18AAP counter-screen. actives 0.49% (n = 300,000). recombinant F. hepatica cathepsin L1, Z-Leu-Arg-MCA fluorescence. inhibition, % at 5.96 µM;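 active means inhibition above the mean of all tested compounds plus 3 SD, set per screening campaign, cut at about 17% in these data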;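 further: 0% = plate median of test compound wells and 100% = 1 µM Z-Phe-Ala-diazomethylketone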
TPT1 inh: blocks Candida albicans tRNA 2'-phosphotransferase | AID 1962 | actives 0.81% (n = 300,000) | inhibition, % at 5 µM | recombinant caTPT1, FP RNA substrate dephosphorylation;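 active means inhibition above the mean of all tested compounds plus 3 SD, set per screening campaign, cut at about 24% in these data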;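 further: plate controls were DMSO alone for no effect and ferristatin control at 100 nM for full effect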
PP5 inh: inhibitors of human protein phosphatase 5 (PP5) | P53041 | purified PP5c, OMFP substrate fluorescence | inhibition, % at 6.7 µM | AID 1987 | actives 0.18% (n = 320,000);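 active means inhibition above the campaign's mean inhibition across all tested compounds plus 3 SD, cut at about 9.5% in these data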;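 further: 0% = DMSO only and 100% = 100 µM cantharidin control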
Target sequence (P53041 whole entry, looked up): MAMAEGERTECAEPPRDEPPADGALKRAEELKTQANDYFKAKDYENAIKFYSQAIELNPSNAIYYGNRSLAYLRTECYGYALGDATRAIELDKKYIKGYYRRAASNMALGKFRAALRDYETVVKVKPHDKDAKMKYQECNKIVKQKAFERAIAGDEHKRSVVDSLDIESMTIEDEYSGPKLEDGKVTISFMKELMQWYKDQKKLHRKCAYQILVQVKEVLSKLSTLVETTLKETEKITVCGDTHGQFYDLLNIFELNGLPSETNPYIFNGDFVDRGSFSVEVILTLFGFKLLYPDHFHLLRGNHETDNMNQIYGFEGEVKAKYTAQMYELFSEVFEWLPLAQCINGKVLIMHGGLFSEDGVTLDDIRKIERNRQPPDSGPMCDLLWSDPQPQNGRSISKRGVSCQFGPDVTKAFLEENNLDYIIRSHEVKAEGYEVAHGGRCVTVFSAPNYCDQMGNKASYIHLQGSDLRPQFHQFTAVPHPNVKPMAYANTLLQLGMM
ZTA counter: ZTA (EBV) inhibition in EBNA-1 counter-screen | ZTA-DNA binding, fluorescence polarization | inhibition, % at 11 µM | actives 0.15% (n = 320,000) | AID 2234; in the data active means inhibition above about 33%
Target sequence (P03206 whole entry, looked up): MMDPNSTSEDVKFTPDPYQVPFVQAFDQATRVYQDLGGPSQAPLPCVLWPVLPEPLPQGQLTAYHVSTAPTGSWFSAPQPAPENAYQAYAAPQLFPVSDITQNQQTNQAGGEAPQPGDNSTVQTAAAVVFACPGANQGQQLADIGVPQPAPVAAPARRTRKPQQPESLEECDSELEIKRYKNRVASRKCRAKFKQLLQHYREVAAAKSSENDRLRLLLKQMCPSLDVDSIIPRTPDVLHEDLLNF
Efflux pump inh: antifungal efflux pump inhibition, Nile Red retention. S. cerevisiae Candida pump triplex. inhibition, % at 10 µM. actives 0.44% (n = 330,000);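 active means plate passing quality check with inhibition over a set limit, or well fluorescence over plate mean plus 4 SD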;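 further: Nile Red retained in pooled yeast measured as flow cytometry median fluorescence; 0% = buffer negative control and 100% = Enniatin B positive control; higher means more Nile Red kept so more efflux inhibition; some compounds called inactive have numbers as strong as hits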
HCV core dimer: blocks dimerization of HCV core protein; TR-FRET GST/Flag-core106 dimerization, 1536-well; inhibition, % at 5 µM; actives 0.33% (n = 300,000);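 active means inhibition above the mean of all tested compounds plus 3 SD, set per screening campaign, cut at about 45% in these data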
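Material: GST/Flag-tagged HCV core106 proteins. Incubation: 4 h, 22.5 °C incubation. Read-out basis: inhibition (%) from 671 over 617 nm ratio. Measured by: TR-FRET, excitation 340 nm, emission 617 and 671 nm.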
PREPL inh: human PREPL enzyme inhibition; Q4J6C6; inhibition, % at 5.96 µM; actives 0.68% (n = 320,000); recombinant PREPL, fluorescence polarization activity-based probe; in the data active means inhibition above about 43%;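 further: 0% = enzyme with DMSO and 100% = wells lacking enzyme; many of its hits are not listed in these tables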
EBNA-1 inh: blocks EBNA-1 binding to DNA. EBNA-1 DNA binding, fluorescence polarization. inhibition, % at 14.8 µM. actives 0.34% (n = 300,000). AID 1950; in the data active means inhibition above about 28%
* = called active by the depositor; . = no result given. These rows are one share of the data, so the mix of outcomes need not match the whole.

Start of the data: the first 2 records (preview)
Below each compound: TPT1 inh	Fh CTSL1 inh	HCV core dimer	PP5 inh	ZTA counter	Efflux pump inh	PP1 inh	EBNA-1 inh	PREPL inh
Cc1ccccc1CN1C(=O)CS/C1=N/N=C/c1ccco1
  4	4	10	1.0	0	0.0	0	9	4
Cc1ccc([N+](=O)[O-])cc1N=Cc1ccc(Br)s1
  0	0	3	0.1	5	0.0	0	-1	6

Results (from the top)
Below each compound: TPT1 inh	Fh CTSL1 inh	HCV core dimer	PP5 inh	ZTA counter	Efflux pump inh	PP1 inh	EBNA-1 inh	PREPL inh
Cc1ccccc1CN1C(=O)CS/C1=N/N=C/c1ccco1
  4	4	10	1.0	0	0.0	0	9	4
Cc1ccc([N+](=O)[O-])cc1N=Cc1ccc(Br)s1
  0	0	3	0.1	5	0.0	0	-1	6
CCOC(=O)c1c(C)[nH]c(C(=O)C(C)Sc2ccc(Cl)cc2)c1C (stereo not given)
  -1	-2	3	5.6	-8	0.0	0	2	-13
O=C(Nc1ccc(N2CCN(c3ccc(C(F)(F)F)cn3)CC2)nc1)c1cccs1
  5	3	4	0.7	2	0.2	0	39*	10
Cc1cccc(C)c1NC(=O)CSc1nnc(C)n1-c1ccccc1
  17	-3	-11	1.6	-13	-0.1	2	-2	7
CC(Oc1ccccc1)C(=O)Nc1oc(-c2ccco2)c(-c2ccco2)c1C#N (stereo not given)
  15	-3	19	2.8	15	0.3	4	7	4
CC(C)CN1CCN(Cc2cc(F)ccc2-n2cccn2)CC1CCO (stereo not given)
  -3	-4	3	-0.8	-2	-0.1	-4	8	3
CCCCOc1ccc(C(C)NC(=O)CCS(=O)(=O)Cc2ccccc2F)cc1 (stereo not given)
  -3	0	-4	1.2	4	0.0	1	8	5
CCCS(=O)(=O)N1CCN(Cc2ccccc2OCC)CC1
  0	5	4	0.3	12	0.0	3	1	-6
O=C(Nc1cccc(F)c1)c1ccc(CSc2ccccc2)o1
  -2	0	12	3.2	-2	0.0	-2	-8	-11
COc1cccc2sc(Nc3nc(-c4cc5ccccc5oc4=O)cs3)nc12
  15	0	16	2.4	6	0.2	-1	-18	16
O=C(CN1CCOCC1)Nc1cccc(Br)c1
  -2	2	3	0.1	18	0.0	-3	5	-5
CCN(CC)c1ccc(C(=O)NNC(=O)c2cccn2C)cc1
  2	3	6	-0.5	-9	0.1	4	-2	-3
COc1ccccc1-c1nc(C#N)c(N2CCN(Cc3ccccc3)CC2)o1
  -1	3	7	2.8	-6	0.2	6	-9	24
COC(=O)c1ccc(C(=O)OC)c(NC(=O)/C=C/C(=O)O)c1
  -2	6	0	0.8	-4	0.1	-3	-1	7
COC(=O)c1cc(COC(=O)c2ccc3ccccc3n2)oc1C
  3	0	6	-1.3	2	-0.1	-4	8	0
CS(=O)(=O)N(CC(=O)NCc1ccco1)c1ccc(Cl)c(C(F)(F)F)c1
  -3	0	4	0.9	13	0.0	2	4	-4
CCN(CC)CCNS(=O)(=O)c1ccc(/C=C/C(=O)O)cc1
  -1	9	-2	-3.1	-24	-0.1	-2	-9	14
CCn1cc(C2=NC(CCSC)CO2)c2ccccc21 (stereo not given)
  -1	-1	-2	1.5	-9	0.0	2	7	-10
O=C(OCC(=O)N(C1CCCCC1)C1CCCCC1)c1ccccc1O
  -2	5	2	2.4	-5	0.1	3	-12	-9
COc1cc(OC)c(C2C(C#N)=C(C)NC(C)=C2C#N)c(C(=O)O)c1
  -4	2	0	-0.4	-9	-0.1	4	-8	-6
Cc1ccc(NC(=O)COC(=O)Cc2csc(-c3cccc(F)c3)n2)cc1C
  -1	-34	-1	2.6	-5	0.0	-3	-7	-28
COc1cccc(C(=O)COc2ccc(NC(=O)c3cccs3)cc2)c1
  0	7	6	0.6	-12	0.5	-7	8	10
CCS(=O)(=O)c1ccc2c(c1)N(S(C)(=O)=O)CC(C(=O)NN)O2 (stereo not given)
  3	3	2	-1.4	-7	0.1	-2	-13	17
Cc1cc2c(cc1C)-c1nnnn1C(C)(C)C2
  -2	2	-3	0.5	7	-1.1	-1	4	-1
Cn1c(=O)[nH]c(=O)c2c1nc(SCCN1CCOCC1)n2Cc1ccccc1
  -3	-4	-4	-1.0	2	0.0	5	1	0
COC(=O)c1ccc(C(=O)Nc2nc3cc(N)c(C)cc3s2)cc1
  5	0	2	0.7	-1	1.0	15	-13	16
CCCCc1ccc(N=N/C(C(=O)Nc2cc(OC)c(NC(C)=O)cc2OC)=C(/C)O)cc1
  1	3	-6	1.2	9	-0.2	-2	7	9
CC1(C)CC(=O)N(CC(=O)N2CCN(c3ncccn3)CC2)c2ccccc2S1(=O)=O
  0	0	3	3.4	5	0.0	-4	2	4
CCOc1cccc(-c2nn3c(-c4ccco4)nnc3s2)c1
  5	1	12	0.5	-7	0.4	-5	-9	2
COc1ccc(C(CC(=O)Nc2nccs2)n2cccc2)cc1 (stereo not given)
  0	-1	2	-3.7	5	-0.1	7	0	-19
CCN(CC)C(=S)Nc1ccc2nc3n(c(=O)c2c1)CCCCC3
  12	6	-4	0.0	-4	0.0	-3	-3	11
CCOc1cc(C(=O)NCC(C)CN(C)C)cc(OCC)c1OCC (stereo not given)
  1	-2	-4	-0.3	-4	0.2	-2	2	-3
O=C(c1ccc(CS(=O)Cc2ccccc2Cl)o1)N1CCN(c2ccccn2)CC1 (stereo not given)
  -2	-1	-4	3.3	-10	0.2	-2	-18	14
CC(=O)OCCSc1c(-c2ccccc2)c2cc(Cl)ccc2[nH]c1=O
  -5	1	-30	3.0	-33	-2.1	3	-5	-4
O=C(NCc1ccc(F)cc1)c1ccc(S(=O)(=O)N2CCCCC2)cc1
  .	.	.	0.4	-3	-0.2	1	.	7
COc1ccc(C(=O)NC(=S)NCc2ccco2)cc1OC
  -7	-3	-2	0.4	5	-0.2	-5	6	0
O=C(NCc1ccccc1)C(c1cccnc1)N(C(=O)c1csnn1)c1ccc(F)cc1 (stereo not given)
  -1	-2	-1	-1.2	4	0.0	9	0	-3
O=C(Nc1ccccc1C(F)(F)F)C(O)(c1ccccc1)C1CCCCC1 (stereo not given)
  .	.	.	0.6	-13	0.0	1	.	20
O=C(Nc1cccc(S(=O)(=O)N2CCCCC2)c1)C1CC(=O)N(Cc2ccccc2)C1 (stereo not given)
  .	.	.	1.2	-12	-0.2	2	.	3
Cc1cccc(OCC(=O)N(C)CC(=O)Nc2cccc(F)c2)c1C
  .	.	.	0.8	11	-0.4	-5	.	1
O=C(OCCCOC(=O)c1ccc(Br)o1)c1ccc(Br)o1
  0	6	-2	-0.8	-13	-0.2	6	-7	-2
CC(=O)Nc1nnc(SCC(=O)Nc2nc(C)cs2)s1
  0	5	0	0.4	10	0.1	-1	1	6
Cc1c(Cl)ccc2c1NC(=O)[C@]21N[C@@H](Cc2ccccc2)[C@H]2C(=O)N(c3ccc(F)cc3)C(=O)[C@H]21
  13	1	15	6.5	13	0.1	7	5	3
Cc1cc(C)cc(OCC(=O)O/N=C(\N)Cc2ccc([N+](=O)[O-])cc2)c1
  2	-8	5	1.1	8	-0.1	-1	4	4
Cc1ccc(C)c(N2CCN(C(=O)CCc3nc4ccccc4[nH]3)CC2)c1
  -2	-1	4	2.3	13	-0.1	0	12	-5
COCCCNC(=O)CN(CCc1ccccc1)S(=O)(=O)c1ccc(C)cc1
  0	-2	-4	2.1	-10	-0.1	-2	4	9
Nc1cc(C(=O)O)ccc1Nc1ccccc1
  -2	3	-11	0.3	-2	0.0	7	-2	-2
O=c1/c(=C/c2ccco2)sc2n1CN(c1ccccc1)CN=2
  -7	2	-6	2.4	-5	-0.1	2	-3	8
O=C(NCCCN1CCCCCC1)C1CC(=O)N(C2CCCC2)C1 (stereo not given)
  -3	-3	8	0.1	2	0.1	-3	-8	14
COc1ccc(NC(=O)COC(=O)c2ccc(Cl)c(S(N)(=O)=O)c2)c([N+](=O)[O-])c1
  3	-5	2	-3.1	-8	-0.1	0	-4	13
COc1ccc(CCNC(=O)CCC(=O)Nc2ccc3nc(N4CCN(C)CC4)cc(C)c3c2)cc1OC
  -1	0	0	2.7	4	-0.1	-4	6	9
CCOC(=O)c1cccc(NC(=O)CCOc2ccccc2)c1
  -7	-1	-2	3.2	-20	-0.3	-3	1	2
COc1ccc(N2C(=O)NC3CC2(C)Oc2ccc(Cl)cc23)cc1OC (stereo not given)
  -3	-1	-4	0.9	9	0.1	-3	2	13
Cc1nnc(SCC(=O)Nc2nccs2)n(N)c1=O
  2	2	-6	0.0	7	0.4	-5	-14	-2
COc1ccc(C(=O)OCC[N+]2(C)CCOCC2)cc1
  0	0	0	-1.2	-2	-0.1	-3	-4	7
COc1ccc(C(=O)N(C)Cc2cnn(Cc3ccccc3)c2)cc1S(=O)(=O)N1CCOCC1
  .	.	.	2.8	8	0.1	3	.	7
CC1=C(C(=O)OCC(C)C)C(c2ccccc2Cl)NC(=O)N1C (stereo not given)
  1	2	6	-0.8	-6	0.2	7	0	13
Cc1noc(C)c1C(=O)Nc1nc2ccc(S(C)(=O)=O)cc2s1
  -2	2	-5	1.2	-9	-0.1	-4	9	7
COc1ccc(OC)c(NC(=O)c2cc3c(=O)n4ccccc4nc3n2C)c1
  -2	5	-5	1.5	-10	0.0	0	-3	21

A portion from further up, as a working copy:
Below each compound: TPT1 inh	Fh CTSL1 inh	HCV core dimer	PP5 inh	ZTA counter	Efflux pump inh	PP1 inh	EBNA-1 inh	PREPL inh
COc1ccc(C(CC(=O)Nc2nccs2)n2cccc2)cc1 (stereo not given)
  0	-1	2	-3.7	5	-0.1	7	0	-19
CCN(CC)C(=S)Nc1ccc2nc3n(c(=O)c2c1)CCCCC3
  12	6	-4	0.0	-4	0.0	-3	-3	11

Continued.
Below each compound: TPT1 inh	Fh CTSL1 inh	HCV core dimer	PP5 inh	ZTA counter	Efflux pump inh	PP1 inh	EBNA-1 inh	PREPL inh
CCOC(=O)N1CCN(Cc2nc3c(c(=O)[nH]c(=O)n3C)n2Cc2ccccc2C)CC1
  -1	2	3	-0.2	4	0.1	-4	5	10
CCOC(=O)c1c(-c2ccc(OC)cc2)nc2nonc2c1N
  0	-2	-4	2.7	4	0.0	0	4	-11
CC(C)c1ccc(NC(=O)CCCN2C(=S)NC(C)(C)CC2C)cc1 (stereo not given)
  3	-1	-6	2.1	6	0.0	-2	-2	21
O=C(COc1ccccc1C(=O)Nc1ccccc1)NCCc1ccccc1
  -1	0	2	-0.2	-16	-0.1	3	-8	-29
CCCCOC(=O)Nc1ccc(C(=O)OC)cc1
  -2	0	-1	0.7	9	0.0	-5	8	5
c1ccc(-c2nn3c(C4CCCCC4)nnc3s2)nc1
  -4	-6	-4	0.7	-9	-0.1	-1	-2	9
COc1ccc(C(=O)Oc2ccc[nH]c2=O)cc1
  0	-5	-5	1.8	-17	0.2	1	-14	-5
COCCCNC(=O)c1cc(C(=O)Cc2ccccc2)c[nH]1
  -1	-2	0	0.8	13	-0.1	0	8	2
Cc1ccc(N(Cc2ccc(C(=O)Nc3c(C)n(C)n(-c4ccccc4)c3=O)cc2)S(C)(=O)=O)cc1C
  -8	2	1	0.4	9	-0.2	0	4	1
COc1ccc(-c2nn(C)c(=O)c3ccccc23)cc1CNC(=O)c1ccco1
  1	4	-5	0.4	-23	0.1	-1	6	14
COc1ccc(C(=O)C2CCCN(Cc3cn(C)nc3-c3ccccc3)C2)cc1F (stereo not given)
  0	1	-3	5.0	-11	0.3	-3	-13	1
Cc1c(-n2c(-c3ccccc3Cl)n[nH]c2=S)c(=O)n(-c2ccccc2)n1C
  5	0	-3	0.3	-1	0.1	-5	-8	1
Cc1noc2ncnc(N3CCCCC3)c12
  -3	-2	1	0.7	-13	-0.1	-1	3	1
CCOc1ccc(S(=O)(=O)N2CCC(C(=O)NCc3ccccn3)CC2)cc1
  -2	-4	-13	3.4	-3	0.2	0	-4	-3
